Screening results from PubChem.
HCT116 bCat-KO: beta-catenin-lacking colon tumor cell growth suppression. AID 818. HCT116 beta-catenin knockout viability, CellTiter-Glo, 60 h; active compounds read low. viability, % at 10 µM. hit rate 1.5% among 140,000;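 active means viability at or under a set limit, the compound median less 4 SD, cut at about 6% in these data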;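 further: 0% = Hyamine 1622 control at 20 µM and 100% = untreated cell control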
MRP-1 activ: activates MRP-1 | H69AR cells + doxorubicin, viability rescue, CellTiter-Glo | viability increase, % at 10 µM | hit rate 0.61% among 140,000 | AID 799;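 active means viability gain under doxorubicin at or above a set limit, the compound median plus 3 SD, cut at about 4.7% in these data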;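 further: MRP-1 overexpressing cells given doxorubicin 25 µM after compound pretreatment; 18-22 h compound pretreatment then 72 h with doxorubicin before readout; 0% = doxorubicin-only wells and 100% = vehicle-treated cells without doxorubicin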
Phagocytosis inh: macrophage phagocytosis inhibition; AID 1029; J774A.1 macrophage IgG-bead phagocytosis, imaging; inhibition, % at 5 µM; hit rate 0.07% among 110,000;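 active means inhibition above the mean of the plate negative controls plus 5 SD, cut at about 13% in these data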;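 further: phagocytic index as fraction of beads internalized from green versus red external bead signal; plate controls were DMSO negative control for no effect and cytochalasin-D positive control for full effect; some results beyond the cut were filed as inactive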
NPY-Y2 antag: NPY-Y2 (human) receptor antagonism; P49146; NPY-Y2 expressing cells, antagonist mode; inhibition, % at 2.7 µM; hit rate 0.99% among 140,000; AID 793; in the data active means inhibition above about 17%;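 further: 0% = vehicle with agonist challenge and 100% = reference antagonist with challenge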
Target sequence (P49146 whole entry, looked up): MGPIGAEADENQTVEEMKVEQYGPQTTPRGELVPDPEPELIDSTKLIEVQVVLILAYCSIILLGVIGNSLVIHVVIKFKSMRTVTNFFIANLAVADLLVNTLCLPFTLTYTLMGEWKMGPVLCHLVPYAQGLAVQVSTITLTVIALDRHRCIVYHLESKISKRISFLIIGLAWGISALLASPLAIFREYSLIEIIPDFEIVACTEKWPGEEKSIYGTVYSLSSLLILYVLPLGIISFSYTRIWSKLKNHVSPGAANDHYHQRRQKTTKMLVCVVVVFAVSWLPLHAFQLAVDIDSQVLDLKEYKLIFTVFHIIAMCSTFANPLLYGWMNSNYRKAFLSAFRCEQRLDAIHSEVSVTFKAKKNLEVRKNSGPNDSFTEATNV
Measles CPE: protection of cells from measles virus | protection (pct of control), % at 4 µM | hit rate 1.5% among 140,000 | Measles virus-infected cells, CPE protection, absorbance | AID 841; in the data active means protection mostly above about 24%, no sharp cut-off; inactive means mostly below about 26%; further: some compounds called inactive have numbers as strong as hits
GALR2 blocker: antagonists of human galanin receptor 2 (GALR2). inhibition, % at 4 µM. hit rate 0.39% among 140,000. GALR2-expressing cells, antagonist mode. O43603; in the data active means inhibition above about 27%;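 further: cells stimulated with galanin 1-16 at roughly its EC80; 0% = agonist challenge control and 100% = basal control without agonist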
Target sequence (O43603 whole entry, looked up): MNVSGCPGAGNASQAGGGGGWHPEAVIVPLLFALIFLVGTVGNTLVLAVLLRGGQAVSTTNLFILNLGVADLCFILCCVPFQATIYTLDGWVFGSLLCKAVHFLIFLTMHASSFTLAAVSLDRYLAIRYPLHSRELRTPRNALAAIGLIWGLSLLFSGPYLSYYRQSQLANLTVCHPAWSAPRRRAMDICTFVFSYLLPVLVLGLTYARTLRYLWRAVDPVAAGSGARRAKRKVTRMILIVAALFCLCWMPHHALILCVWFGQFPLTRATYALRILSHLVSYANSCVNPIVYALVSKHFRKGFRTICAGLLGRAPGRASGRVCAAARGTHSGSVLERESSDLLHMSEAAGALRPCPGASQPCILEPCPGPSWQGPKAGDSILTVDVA
E-sel TNF inh: blocks E-selectin expression induced by TNF alpha; AID 1246; hit rate 0.71% among 120,000; HUVEC TNFa-induced E-selectin immunofluorescence, high content; inhibition, % at 2 µM;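 active means inhibition above the batch mean plus 3 SD, and confirmed as a hit on visual image review, cut at about 43% in these data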;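 further: 0% = TNF-stimulated DMSO wells and 100% = unstimulated control wells; not every result past the cut was called active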
HCT116 PTEN-null: PTEN-deleted cell growth suppression. hit rate 1.2% among 140,000. HCT116 PTEN-null viability, CellTiter-Glo, 60 h; active compounds read low. AID 827. viability, % at 10 µM;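 active means viability at or below a set limit, 4 SD under the median of all tested compounds, cut at about 3.7% in these data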;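 further: PTEN knockout HCT116 line with beta catenin targeted HCT116 as companion control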
Yeast growth inh: reduces growth of yeast BB579 in restrictive medium; S. cerevisiae BB579 growth, OD615, 48 h; inhibition, % at 10 µM; hit rate 0.51% among 140,000; AID 804;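 active means inhibition above a set limit, 3 SD over the mean compound inhibition, cut at about 44% in these data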; further: inactives centre near -24
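Detection: OD615 turbidity measurement; Material: Saccharomyces cerevisiae DeaD strain BB579, replicative lifespan model yeast; Timing: 48 h exposure, 30 °C; Doses: single 10 µM dose; Medium: CSMM-D restrictive synthetic medium containing dextrose (glucose); Controls: amphotericin B at 10 µg/mL as positive control.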
Yeast lifespan up: yeast lifespan extension; inhibition of the nicotinamide effect, % at 10 µM; S. cerevisiae growth with nicotinamide, OD615; deaD strain in restrictive glucose medium; hit rate 0.68% among 130,000;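 active means inhibition above a set limit, placed 3 SD over the median of all compounds, cut at about 26% in these data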;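 further: 0% = nicotinamide-treated wells and 100% = cells grown without nicotinamide; some compounds called inactive have numbers as strong as hits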
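Measured by: optical density (absorbance) at 615 nm; System: modified budding yeast, DeaD strain; Medium: restrictive CSMM-D dextrose medium; Timing: 4 h preincubation then 48 h treatment at 30 °C.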
Active calls of the source: *; . = no result given. Compounds as they come (roughly 6.4% active in at least one column).

No.	Structure	HCT116 bCat-KO	MRP-1 activ	Phagocytosis inh	NPY-Y2 antag	Measles CPE	GALR2 blocker	E-sel TNF inh	HCT116 PTEN-null	Yeast growth inh	Yeast lifespan up
1	Cc1ccnc(SCC(=O)Nc2sc3c(c2C#N)CCCC3)n1	30	2.7	-1	5	6	22	-2	34	-29	-24
2	CCCCOc1ccc(/C(O)=C2/C(=O)C(=O)N(CCCOC)C2c2ccncc2)cc1C (stereo unspecified)	95	-2.5	-2	5	4	9	-9	94	-6	-17
3	CCOC(=O)CSc1nc(C)c2cc(OC)ccc2n1	112	0.1	-1	1	32	5	-7	101	-55	-20
4	Cc1ccc(C(=O)O/N=C/C2=C(Cl)c3ccccc3CC2)cc1	55	1.4	0	3	5	16	14	33	-18	-6
5	CC(C)(CNC(=S)NCCc1ccccc1)CNC(=S)NCCc1ccccc1	24	-3.1	-3	-2	8	5	-4	21	73*	-5
6	CCCCn1c(SCC(N)=O)nnc1-c1ccco1	102	-1.8	-1	0	4	-9	24	99	1	-10
7	CC1=NN(C(=O)c2ccc(Br)cc2)C(O)(C(F)(F)OC(F)(F)F)C1 (stereo unspecified)	69	-3.7	-2	4	16	0	-33	76	-6	10
8	CC1(C)N=C(c2ccc(Cl)cc2Cl)C(=O)N1	94	0.0	1	-1	21	-4	6	115	-65	-4
9	CCCCCn1c(=O)[nH]c2cc(C(=O)NCCc3ccc(OC)c(OC)c3)ccc2c1=O	86	-0.2	-1	0	38*	7	48	93	-13	1
10	CC(=O)NC(c1ccco1)c1ccc2cccnc2c1O (stereo unspecified)	5.1*	-8.0	0	1	6	5	8	6	-40	9
11	Cc1ccc(NC(=O)CN2C(=O)N/C(=C/c3cccn3-c3ccc(C(=O)O)cc3)C2=O)cc1	98	1.1	-7	2	11	4	.	110	-14	-4
12	CN(C)CCOc1ncnc2c1oc1ccccc12	106	-0.2	-2	2	2	2	13	105	2	-12

More results follow:
No.	Structure	HCT116 bCat-KO	MRP-1 activ	Phagocytosis inh	NPY-Y2 antag	Measles CPE	GALR2 blocker	E-sel TNF inh	HCT116 PTEN-null	Yeast growth inh	Yeast lifespan up
13	COC(=O)c1sc(N)c(C(=O)OC)c1COC(=O)CCNS(=O)(=O)c1ccc(C)cc1	91	-2.9	0	-3	7	-2	-9	77	-39	1
14	Cc1nc2c(oc3ccccc32)c(=O)o1	95	-3.9	-1	0	10	8	10	96	-35	1
15	O=C(Nc1cccnc1)c1noc2c1CCCCC2	105	1.1	3	1	7	-9	-18	97	-22	-16
16	COc1ccc(CCN2C(=O)C3CC=C(C)CC3C2=O)cc1OC (stereo unspecified)	84	-1.1	.	0	16	7	13	100	-46	.
17	COc1ccc(C(C(=O)NC2CCCCC2)N(C(=O)CCl)c2ccccc2Cl)cc1 (stereo unspecified)	48	-4.0	-1	4	3	3	.	37	-18	1
18	COc1ccccc1NC(=O)CSc1nnc(Cn2nnc(-c3ccccc3)n2)n1-c1ccccc1	89	-0.8	2	0	10	0	-25	96	-57	-16
19	CCOc1cc(N2CCOCC2)c(OCC)cc1NC(=O)COC(=O)c1cc(C)oc1C	41	-2.1	-1	1	2	3	.	39	-7	-11
20	Clc1ccc(Cl)c(OCCCCNCc2ccccc2)c1	61	-4.9	1	14	5	5	0	63	33	-9
21	CC(=O)c1cccc(NC(=S)NC(=O)c2cccc(Cl)c2)c1	94	0.1	-4	4	30	-1	.	96	0	-4
22	COc1ccc(SCC(=O)c2cc(C)c(OC(=S)N(C)C)c(C)c2)cc1	85	-0.6	0	-2	32	-6	.	90	-26	-6
23	CC(C(=O)NC1=NCCS1)N1C(=O)c2ccccc2C1=O (stereo unspecified)	94	0.5	0	3	5	7	.	95	-22	-4
24	CCCN(CCC)C(C(=O)Nc1cccc(OC)c1)c1ccccc1 (stereo unspecified)	78	-3.5	-1	2	7	-8	.	67	-46	-7

Looked up above:
For Yeast growth inh, Cc1ccc(C(=O)O/N=C/C2=C(Cl)c3ccccc3CC2)cc1 reads -18
For Phagocytosis inh, COc1ccc(SCC(=O)c2cc(C)c(OC(=S)N(C)C)c(C)c2)cc1 reads 0

(more compounds)
No.	Structure	HCT116 bCat-KO	MRP-1 activ	Phagocytosis inh	NPY-Y2 antag	Measles CPE	GALR2 blocker	E-sel TNF inh	HCT116 PTEN-null	Yeast growth inh	Yeast lifespan up
25	O=[N+]([O-])c1ccc(Oc2ccc(-c3cnc4ccccc4n3)cc2[N+](=O)[O-])cc1	75	2.7	-6	9	7	5	.	66	-28	-7
26	CCOc1ccccc1NC(=O)C1CC(=O)n2ncnc2N1 (stereo unspecified)	84	-1.2	-1	-2	4	14	-10	97	-27	-8
27	COC(=O)Cn1c(=NC(=O)c2ccc(Cl)s2)sc2cc(F)ccc21	61	-3.7	8	6	15	5	.	58	-21	-6
28	CCN(CC)c1ccc2cc(C(=O)O)c(=O)oc2c1	87	1.7	0	1	5	-2	.	100	13	2
29	COc1ccc(C)cc1NC(=O)C(Sc1ccccc1)c1ccccc1 (stereo unspecified)	74	-2.8	-4	8	16	8	.	63	-2	6
30	COc1ccc(N2CC(C(=O)O)CC2=O)cc1 (stereo unspecified)	105	0.5	.	1	14	-3	2	99	-44	.
31	COc1cc(C(=O)Nc2nc(N)n(-c3ccccc3)n2)cc(OC)c1OC	68	-3.5	2	1	4	-7	-1	81	-16	-10
32	COc1cc2c(cc1NC(C)=O)CCCC2	84	-0.7	0	0	21	-4	14	103	-19	-7
33	CCCC1C(c2ccccc2)C(C#N)(C#N)C2(C#N)CC1(N)NC2=O (stereo unspecified)	95	-1.3	3	0	25	2	-8	89	-48	-30
34	Clc1ccc(NCc2nncn2-c2ccccc2)cc1	105	0.3	-2	1	2	-5	9	94	-17	-3
35	CCOCCCNC(=O)c1ccc(OC(C)=O)cc1	108	-0.7	3	2	9	-7	3	107	-22	-9
36	CCOc1ccc(-c2nnn(CC(=O)c3ccc4c(c3)OCCO4)n2)cc1	94	-0.5	2	8	9	-1	.	87	-35	-13

Continuation.
No.	Structure	HCT116 bCat-KO	MRP-1 activ	Phagocytosis inh	NPY-Y2 antag	Measles CPE	GALR2 blocker	E-sel TNF inh	HCT116 PTEN-null	Yeast growth inh	Yeast lifespan up
37	O=C1NC2(CCCC2)N=C1c1ccc(F)cc1	102	-0.1	.	3	7	2	-3	110	-38	-8
38	Cc1ccc(C2CN(C)C3(C(=O)Nc4ccccc43)C23COc2ccccc2C3=O)cc1 (stereo unspecified)	57	-4.3	.	-2	12	11	20	44	-43	3
39	CCOC(=O)c1c(N)n(C2CC(C)(C)NC(C)(C)C2)c2nc3ccccc3nc12	69	-4.3	-3	3	18	11	-5	68	-39	0
40	CC(=O)c1cccc(NC(=O)CN(c2ccccc2F)S(C)(=O)=O)c1	96	-0.3	-1	3	8	4	-6	101	-38	-2
41	O=C(Nc1nc2ccccc2n1CCOc1ccc(Cl)cc1)c1ccco1	5.4*	-1.7	1	31*	40*	-7	-2	6	9	-9
42	CC1CCN(c2nc3ccccc3nc2C(C#N)C(=O)OC2CCCCC2)CC1 (stereo unspecified)	77	-0.9	1	-2	22	-7	-9	80	-46	-8
43	Cc1cccc(C(=O)Oc2csc(=S)n2C(=O)c2cccc(C)c2)c1	88	0.1	.	0	7	11	-6	89	44*	.
44	Cc1cc(C(F)(F)F)nc(SCC(=O)c2cccc([N+](=O)[O-])c2)n1	83	-2.1	.	19*	12	-14	-4	77	-9	-7
45	O=C1C2C3C=CC(C2C(=O)N1C1CCCCC1)C1C2C(=O)N(C4CCCCC4)C(=O)C2C31 (stereo unspecified)	85	-1.3	.	2	6	5	.	89	-26	3
46	O=C(CSc1nnc2scc(-c3ccccc3)n12)NCc1ccc2c(c1)OCO2	90	-0.9	3	3	2	2	-35	87	-38	-5
47	Cc1c(NC(=O)C(C)OC(=O)c2cc(-c3cccc4ccccc34)nc3ccccc23)c(=O)n(-c2ccccc2)n1C (stereo unspecified)	93	-1.2	-16	6	18	7	.	86	-43	-8
48	Cc1cccc(OC(=O)CN2C(=O)C3C4CCC(C4)C3C2=O)c1C (stereo unspecified)	88	-3.1	.	2	23	-2	-13	95	-22	-5

The list goes on:
No.	Structure	HCT116 bCat-KO	MRP-1 activ	Phagocytosis inh	NPY-Y2 antag	Measles CPE	GALR2 blocker	E-sel TNF inh	HCT116 PTEN-null	Yeast growth inh	Yeast lifespan up
49	Nc1nnc(SCC(=O)c2ccccc2)s1	93	-1.7	-1	5	9	0	0	101	-34	-17
50	Cc1cc(SCC(=O)c2cccs2)nc2ccccc12	77	-3.6	-5	3	7	6	75*	63	-15	-5
51	CC1=CC2=C(OC1N(C)C)c1cccc3cccc(c13)C2=O (stereo unspecified)	89	-1.2	10	1	17	-1	-1	91	20	-19
52	Cc1ccc(OCCOCCN(C)C)c(Cl)c1	104	-3.5	2	3	23	-9	.	104	-6	2
53	CCOC(=O)CSc1nc2ccc(C)cc2[nH]1	89	-0.9	.	2	12	2	4	99	7	.
54	CCC(=O)N1CCc2cc(Br)cc(S(=O)(=O)N3CCN(C(=O)c4ccco4)CC3)c21	93	-2.1	0	2	2	8	7	98	-17	-18
55	Cc1nn(-c2ccccc2)c(C)c1/C=N/NC(=O)c1cccs1	55	-5.1	-6	4	7	6	.	55	-2	-4
56	O=C(Nc1nnc(-c2ccccc2F)s1)C1CCCO1 (stereo unspecified)	95	-0.7	.	1	2	-16	7	107	-28	.
57	O=C1CC(Nc2ccc(N3CCOCC3)cc2)C(=O)N1CCc1ccccc1 (stereo unspecified)	94	-2.0	0	0	4	10	.	93	-25	10
58	Cc1cc(C)n(CC(=O)N2c3ccccc3Sc3ccc(C(F)(F)F)cc32)n1	76	3.1	-3	6	2	-2	-3	77	-11	5
